JMJD2A Tudor inh: blocks the human JMJD2A Tudor domain | O75164 | AlphaScreen JMJD2A-Tudor / H3K4me3 peptide binding | Potency, µM (doses to about 114 µM), inactives show at the highest dose activity change, negative = inhibition, hits mostly inhibitors | actives 4.4% (n = 390,000); note: % is set by controls: 0 for no effect and ±100 for the full control effect; nearly all actives have a fitted effect of over 50% in size
Tb PGK inh: T. brucei PGK inhibition | P07378 | PGK/GAPDH coupled, Kinase-Glo luminescence, 60 min | AID 602233 | actives 0.043% (n = 380,000) | Potency, µM (doses to about 57.5 µM), for the others: at the top dose activity change, negative = inhibition, usual class: inhibitors; note: % is set by controls: 0 for no effect and ±100 for the full control effect; nearly all actives have a fitted effect of over 60% in size
Target sequence (P07378 whole entry, looked up): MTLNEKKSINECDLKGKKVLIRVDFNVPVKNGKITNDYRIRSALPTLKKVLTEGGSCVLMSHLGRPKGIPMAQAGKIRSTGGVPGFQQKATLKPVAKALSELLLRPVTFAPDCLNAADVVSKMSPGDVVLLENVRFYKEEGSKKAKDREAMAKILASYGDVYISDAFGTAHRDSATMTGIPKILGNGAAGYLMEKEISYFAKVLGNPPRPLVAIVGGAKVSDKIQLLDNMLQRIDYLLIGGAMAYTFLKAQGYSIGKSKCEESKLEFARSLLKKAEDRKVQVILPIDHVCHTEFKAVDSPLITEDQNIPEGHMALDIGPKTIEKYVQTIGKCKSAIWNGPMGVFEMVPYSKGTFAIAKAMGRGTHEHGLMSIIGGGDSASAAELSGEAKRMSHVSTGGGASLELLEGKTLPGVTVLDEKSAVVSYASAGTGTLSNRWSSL
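Luminescent ATP detection (Kinase-Glo Plus) follows a 60-minute room-temperature incubation, with wells lacking PGK as controls. Buffer: 100 mM TEA (pH 7.6), 5 mM MgCl2, 0.01% Tween-20. Coupling enzyme GAPDH (100 nM final) supplies unstable 1,3-BPG in-well.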
RGS4 inh: human RGS4 inhibition; P49798; Transcreener GDP fluorescence polarization, RGS4-accelerated GTP hydrolysis; Potency, µM (highest dose often 114 µM), inactives show at the highest dose activity change, negative = inhibition, hits mostly inhibitors; actives 0.039% (n = 390,000); note: % is set by controls: 0 for no effect and ±100 for the full control effect; nearly all actives have a fitted effect of over 75% in size; some results filed as inactive show a strong effect at the top dose
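MLSMR compounds (23 nl, pin-transferred) preincubated 10 min at room temperature with a 500nM (2x) first reagent, then RGS4 at 900nM (2x) plus Transcreener GDP mix added; fluorescence polarization (620/688 nm) read before and after 90 min at 30 °C.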
HP1b binding inh: blocks HP1-beta chromodomain binding to methylated histone tails. AlphaScreen HP1-beta / biotin-H3K9me3 peptide binding. Potency, µM (series often up to 114 µM), inactives show at the highest dose activity change, negative = inhibition, hits mostly inhibitors. actives 0.56% (n = 390,000). AID 540317; note: nearly all actives have a fitted effect of over 70% in size; inactives centre near 23
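Compound inhibition of the preformed complex between 50 nM HP1-beta and 50 nM biotinylated H3K9me3 peptide was read by AlphaScreen. Buffer was PBS pH 7.4 with 0.01% Tween-20. Incubations ran 30 min at room temperature, with 10 ug/mL donor/acceptor beads.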
ERG Ets-DNA blk: blocks human ERG Ets domain binding to DNA; fluorescence polarization, His-ERG Ets domain / labelled DNA; Potency, µM (doses to about 76.9 µM), for inactives: at the highest dose FP activity, negative = inhibition, hits mostly inhibitors; actives 0.028% (n = 370,000); AID 624246; active = well fitted inhibition curve with a large enough effect in the polarisation, with a control signal flat; inconclusive = small, poorly fitted or top-dose-only effect, or effect the other way, or a change in a side signal; inactive = no such curve, though single readings can be large or run the other way; the % refers to the polarisation;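 note: polarization taken with two DNA probes labelled with fluorescein and Texas red; % of control where 0% means no effect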
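His-tagged ERG Ets domain (1 uM in the protein solution; 300mM KCl, 50mM Tris-HCl, 1mM EDTA, 1mM DTT, pH 7.5) received compound, then a probe mix of 5 nM fluorescein-DNA and 100nM Texas-615-DNA. Fluorescence polarization was read for both dyes.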
ALOX12 inh: inhibitors of human 12S-lipoxygenase ALOX12; P18054; purified 12hLO, xylenol orange hydroperoxide absorbance; Potency, µM (series often up to 108 µM), for inactives: at the top dose activity change, negative = inhibition, hits mostly inhibitors; actives 1.1% (n = 580,000); note: % is set by controls: 0 for no effect and ±100 for the full control effect
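Hydroperoxide product was detected by ferrous iron/xylenol orange as the 573 to 405 nm absorbance ratio. Arachidonic acid at 40 uM (final) was turned over for 30 min at room temperature by 150 nM human 12hLO, pH 7.0 Hepes buffer, after 15 min compound preincubation.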
GLS inh: blocks human kidney-isoform glutaminase activity. O94925. GLS enzymatic activity, qHTS titration. Potency, µM (highest dose often 45.5 µM), without a hit: at the highest dose activity change, negative = inhibition, usual class: inhibitors. actives 0.21% (n = 410,000); note: % is set by controls: 0 for no effect and ±100 for the full control effect
Target sequence (O94925 whole entry, looked up, canonical isoform): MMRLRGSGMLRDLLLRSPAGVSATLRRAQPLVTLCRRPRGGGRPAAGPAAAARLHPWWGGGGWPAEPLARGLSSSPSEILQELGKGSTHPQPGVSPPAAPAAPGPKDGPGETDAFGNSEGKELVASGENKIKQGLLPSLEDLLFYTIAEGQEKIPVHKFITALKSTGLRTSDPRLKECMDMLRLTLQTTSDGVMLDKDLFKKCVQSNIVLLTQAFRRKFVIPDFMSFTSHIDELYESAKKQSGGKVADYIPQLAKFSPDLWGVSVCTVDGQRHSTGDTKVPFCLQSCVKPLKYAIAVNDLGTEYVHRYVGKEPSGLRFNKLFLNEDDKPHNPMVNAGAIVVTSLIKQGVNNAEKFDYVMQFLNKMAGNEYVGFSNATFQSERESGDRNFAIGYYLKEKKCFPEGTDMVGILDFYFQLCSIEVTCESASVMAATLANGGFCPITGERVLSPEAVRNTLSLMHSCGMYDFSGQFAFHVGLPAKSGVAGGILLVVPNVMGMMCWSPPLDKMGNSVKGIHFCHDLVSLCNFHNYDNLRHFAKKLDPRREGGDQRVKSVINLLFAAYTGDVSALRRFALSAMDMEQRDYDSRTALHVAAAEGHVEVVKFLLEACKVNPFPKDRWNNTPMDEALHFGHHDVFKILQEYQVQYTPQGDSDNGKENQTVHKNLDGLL
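Two-point fluorescence kinetic (t0, 30 min RT) for hKGA; glutamate detected via glutamate oxidase–HRP–Amplex Red. Substrate: 1 mM L-glutamine solution; buffer 45 mM KH2PO4, pH 8.2.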
Pin1 inhibitor: inhibitors of human Pin1. Q13526. Pin1 FP peptide displacement, HiFluor488, 10 min. Potency, µM (top dose mostly 115 µM), inactives show at the top dose activity, negative = inhibition, usual class: inhibitors. actives 0.009% (n = 390,000). AID 504891; active = well fitted inhibition curve with a large enough effect in the polarisation, with a control signal flat, not every such curve was filed as active; inconclusive = small, poorly fitted or top-dose-only effect, or effect the other way, or a change in a side signal; inactive = no such curve, though single readings can be large or run the other way; the % refers to the polarisation; note: % is set by controls: 0 for no effect and ±100 for the full control effect
rTrxR1 inhibitor: blocks rat thioredoxin reductase 1. O89049. recombinant rTrxR1, NADPH fluorescence consumption, selenite substrate. Potency, µM (doses to about 114 µM), for the others: at the highest dose activity change, negative = inhibition, actives largely listed as inhibitors. actives 1% (n = 390,000); note: % is set by controls: 0 for no effect and ±100 for the full control effect; nearly all actives have a fitted effect of over 65% in size
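Rat TrxR1 (90 nM in the dispensed reagent) was pre-reduced with 400 uM NADPH for 5 min at room temperature, then incubated with compound for 15 min. After 400 uM selenite was added, NADPH fluorescence (Ex 340/Em 450 nm) was followed for 8 min.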
Starred values were filed as active, the others as inactive; i = inactive; ? = inconclusive; . = not tested or not shown; [ ] = another dose, or the depositor's remark. Unless noted, calls come from the whole dose curve; as a rule, active = well fitted curve in the direction sought with a large enough effect; inconclusive = small, poorly fitted or top-dose-only effect, or another doubt; inactive = no such curve, though single readings can be large; an effect the other way counts as inactive or inconclusive. Potency is the fitted concentration of half-maximal effect. A portion of the library, so the mix of outcomes need not match the whole.

no.	HP1b binding inh	ERG Ets-DNA blk	Tb PGK inh	Pin1 inhibitor	rTrxR1 inhibitor	ALOX12 inh	RGS4 inh	JMJD2A Tudor inh	GLS inh	canonical_smiles
1	12%	-10%	-2%	3%	-10%	?	-19%	-21%	4%	Cc1ccc(CC(=O)Nc2ncc([N+](=O)[O-])s2)cc1
2	24%	-6%	-3%	-1%	44%[activator][57.1 µM]	36%[activator]	-14%	-14%	7%	O=c1cc[nH]c2ccc(OC(F)(F)F)cc12
3	26%	7%	-9%	-3%	22%[57.1 µM]	7%	-7%	-20%	2%	O=C(NC(c1ccccc1)c1ccccc1)C1CCCO1 (stereo not given)
4	1%	-5%	5%	10%	-3%	10%	-9%	-17%	2%	CC(C)NS(=O)(=O)c1ccc(OCC(=O)NCc2ccco2)cc1
5	17%	2%	-2%	4%	14%[57.1 µM]	?	-21%[11.4 µM]	-30%[11.4 µM]	10%	O=C(O)CSCCc1ccccn1
6	34%	-3%	3%	0%	14%[57.1 µM]	-1%	-23%	-7%	9%	O=C(CSc1ncccn1)NC(=O)c1ccccc1
7	13%	-5%	-1%	-8%	12%[57.1 µM]	?	17%	-3%	8%	Cc1ccc(S(=O)(=O)N2CCCC2C(=O)Nc2nccs2)cc1 (stereo not given)
8	7%	-7%	-8%	?	41%[activator]	-24%	-41%	-19%	2%	Cn1c(N/N=C2\CCCc3ccccc32)nc2c1c(=O)n(Cc1ccc(F)cc1)c(=O)n2C
9	21%	6%	-7%	-5%	5%[57.1 µM]	-24%	-2%	-13%	3%	COc1ccc(-c2cc(=O)c3cc(F)ccc3[nH]2)cc1
10	71%[activator]	-5%	-4%	4%	-14%	-11%	-3%	18%	63%[activator]	COc1ccccc1N1CCN(C(=O)C2CCN(S(=O)(=O)Cc3ccccc3)CC2)CC1
11	24%	-5%	-5%	1%	44%	9%[57.4 µM]	7%	-27%	-5%	CCOC(=O)CC1C(=O)NCCN1C(=O)c1cc2c(=O)n3cccc(C)c3nc2s1 (stereo not given)
12	36%	-9%	i	6%	2%	-14%	-48%	-11%	-2%	COc1ccccc1CNC(=O)COC(=O)c1ccc(-n2cnnn2)cc1
13	31%	-8%	1%	-1%	18%	-7%	?	-23%	20%	CC(O)c1cccc(-c2ccc(CN3C[C@]4(CO)O[C@@H](CO)C[C@@H]4S3(=O)=O)cc2)c1 (stereo not given in full)
14	17%	-5%	-9%	-9%	-5%	-11%	2%	-7%	-2%	COc1cccc(OCC(=O)Nc2c3c(nn2-c2ccc(F)cc2)CS(=O)(=O)C3)c1
15	-23%	10%	-3%	-9%	5%	-17%	-18%[11.4 µM]	-5%[11.4 µM]	39%[activator]	CC1CN(C(=O)c2cc3cc(Cl)cc(Cl)c3oc2=O)CC(C)O1 (stereo not given)

(next part)
no.	HP1b binding inh	ERG Ets-DNA blk	Tb PGK inh	Pin1 inhibitor	rTrxR1 inhibitor	ALOX12 inh	RGS4 inh	JMJD2A Tudor inh	GLS inh	canonical_smiles
16	5%	2%	-2%	?	?	?	13%	-24%	4%	O=C(CSc1ccsc1[N+](=O)[O-])NC1CCCC1
17	?	0%	-5%	2%	9%[57.1 µM]	-14%	-6%	-30%	-13%	Cc1cc(/C=C2/NC(=O)N(c3ccccc3)C2=O)c(C)n1-c1cccnc1
18	45%[activator]	13%	-1%	-1%	28%	-25%	9%	0%	0%	Cc1nc(C(=O)NCC(=O)c2ccc(Cl)cc2)c(C(F)(F)F)o1
19	23%	6%	.	-9%	6%[57.1 µM]	?	-13%	-19%	0%	COCCCNc1nc(NCc2ccc(C)cc2)c2cnn(C)c2n1
20	23%	8%	0%	6%	-16%	-2%	-22%	-11%	-11%	COc1ccc(OCc2cc(C(=O)N[C@H]3CCCCNC3=O)no2)c(Cl)c1
21	24%	1%	-1%	2%	14%	-2%	-15%	1%	-2%	CC12C(=O)N(n3cnnc3)C(=O)C1C1C=CC2C1 (stereo not given)
22	28%	6%	2%	-12%	21%	?	-3%	-5%	2%	COC(=O)C1CCN(Cc2cc(=O)oc3cc(C)c(Cl)cc23)CC1
23	19%	3%	-3%	2%	24%	-1%	12%	-20%	1%	CCOC(=O)[C@@H]1[C@H]2COc3cc(OC)ccc3[C@@H]2N2C(=O)N(c3ccc(F)cc3)C(=O)[C@]12C
24	42%[activator]	-23%	-9%	-2%	20%	-8%	-3%	5%	-7%	CC(=O)OC(C(=O)NC1CCCCC1)c1cccc(F)c1 (stereo not given)
25	49%[activator]	-3%	9%	-9%	17%	?	-15%	-4%	1%	Cc1ccnc(SCc2cn3c(C)cc(C)nc3n2)n1
26	28%	.	.	-13%	-8%	-9%	0%	-15%	7%	COc1cccc(C2=CC(c3ccccc3)n3nnnc3N2)c1 (stereo not given)
27	19%	-1%	5%	3%	-3%	0%	15%	16%	.	O=C(Nc1ccccc1)c1ccc(N2CCN(c3ccccc3)CC2)c(S(=O)(=O)N2CCOCC2)c1
28	28%	1%	-8%	-3%	-14%[0.0914 µM]	-15%	-14%	-10%	-6%	O=C(CS(=O)CC(=O)N(CC(=O)NC1CCCC1)c1ccccc1F)Nc1ccc(F)cc1 (stereo not given)
29	68%[activator]	6%	i	5%	-3%	-3%	-13%	-12%	3%	Cc1cccc2c(=O)c(C(=O)N3CCCCCC3)c[nH]c12
30	41%[activator]	2%	-6%	-1%	14%[57.1 µM]	10%	-8%	2%	-11%	O=C(/C=C/c1ccccc1)Nc1cccnc1Cl

Part of the list above in a different format.
nr	smiles	HP1b binding inh	ERG Ets-DNA blk	Tb PGK inh	Pin1 inhibitor	rTrxR1 inhibitor	ALOX12 inh	RGS4 inh	JMJD2A Tudor inh	GLS inh
8	Cn1c(N/N=C2\CCCc3ccccc32)nc2c1c(=O)n(Cc1ccc(F)cc1)c(=O)n2C	7%	-7%	-8%	?	41%[activator]	-24%	-41%	-19%	2%
30	O=C(/C=C/c1ccccc1)Nc1cccnc1Cl	41%[activator]	2%	-6%	-1%	14%[57.1 µM]	10%	-8%	2%	-11%

Results in JMJD2A Tudor inh and GLS inh (two entries from above):
entry | SMILES | JMJD2A Tudor inh | GLS inh
24 | CC(=O)OC(C(=O)NC1CCCCC1)c1cccc(F)c1 (stereo not given) | 5% | -7%
25 | Cc1ccnc(SCc2cn3c(C)cc(C)nc3n2)n1 | -4% | 1%

Other entries:
no.	HP1b binding inh	ERG Ets-DNA blk	Tb PGK inh	Pin1 inhibitor	rTrxR1 inhibitor	ALOX12 inh	RGS4 inh	JMJD2A Tudor inh	GLS inh	canonical_smiles
31	27%	22%	-1%	-1%	23%	93%[activator]	9%	-5%	-1%	N#Cc1cccc(NC(=O)COC(=O)Cn2nc(-c3ccccc3)oc2=O)c1
32	33%	-4%	0%	-1%	25%	12%	0%	-6%	0%	O=C(COc1ccccc1[N+](=O)[O-])Nc1ccc(CN2CCOCC2)cc1
33	19%	-3%	4%	3%	-13%	241%[activator]	4%	-2%	1%	CCOC(=O)C1CCN(C(=O)C2CCN(S(=O)(=O)c3cc(Cl)ccc3OCC)CC2)CC1
34	70%[activator]	5%	-3%	0%	9%	25%	12%	-8%	-4%	CCOc1ccc(NC(=O)c2ccccc2CO)cc1
35	24%	1%	-6%	-8%	14%	-10%	-16%	-3%	0%	CC(=O)Nc1ccc(S(=O)(=O)Nc2ccc3[nH]c(=O)[nH]c3c2)cc1
36	32%	-3%	3%	1%	3%	10%	6%	-10%	1%	Cc1ccc(S(=O)(=O)n2cnc(C)c2)cc1
37	30%[activator]	-5%	-7%	5%	-21%	-28%	38%	5%	5%	O=C(Nc1ccc(Cn2cccn2)cc1)c1ccc(COc2ccccc2Br)cc1
38	29%	2%	-9%	3%	34%	0%	-21%	-3%	-1%	Cn1c(=O)cc(Nc2ccc(Cl)cc2)[nH]c1=O
39	5%	-7%	-1%	11%	-6%	?	-24%	?	35%[activator]	O=C(COc1ccccc1Cl)NC(=S)Nc1ccccc1N1CCCC1
40	5%	3%	-12%	-4%	2%[57.1 µM]	17%	9%	-21%	1%	COc1ccc(F)cc1S(=O)(=O)N1CCN(Cc2ccc3c(c2)OCO3)CC1
41	19%	3%	17%	8%	3%	1%	5%	-5%	-10%	C/C(=N\NC(=O)c1ccc(Cl)c(S(=O)(=O)Nc2ccccc2Cl)c1)c1ccncc1
42	34%	12%	-1%	?	17%[57.1 µM]	0%	9%	-9%	1%	Cc1cc(SCC(=O)OC/C(O)=C(\C#N)c2nc3ccccc3[nH]2)c(C)cc1Br

An excerpt from above in order of length of the SMILES, smallest number first:
no.	HP1b binding inh	ERG Ets-DNA blk	Tb PGK inh	Pin1 inhibitor	rTrxR1 inhibitor	ALOX12 inh	RGS4 inh	JMJD2A Tudor inh	GLS inh	canonical_smiles
34	70%[activator]	5%	-3%	0%	9%	25%	12%	-8%	-4%	CCOc1ccc(NC(=O)c2ccccc2CO)cc1
15	-23%	10%	-3%	-9%	5%	-17%	-18%[11.4 µM]	-5%[11.4 µM]	39%[activator]	CC1CN(C(=O)c2cc3cc(Cl)cc(Cl)c3oc2=O)CC(C)O1 (stereo not given)
42	34%	12%	-1%	?	17%[57.1 µM]	0%	9%	-9%	1%	Cc1cc(SCC(=O)OC/C(O)=C(\C#N)c2nc3ccccc3[nH]2)c(C)cc1Br

Screening data: PubChem, National Center for Advancing Translational Sciences (NCATS)
